# High-throughput results as filed in PubChem.
# SRC1 TRFRET art = TR-FRET artefact, counter-screen to PPARgamma/SRC-1 agonist assay | TR-FRET detection artefact counter-screen, emission ratio; active compounds read high | TR-FRET ratio at 8 µM | hit rate 0.34% among 99,000; in the data active = TR-FRET ratio above about 2300; also: inactives centre near 1800; reference of the scale not given here
# SRC3 TRFRET art = flags TR-FRET format artefacts in PPARgamma SRC-3 recruitment agonist screen; TR-FRET artefact counter-screen, PPARgamma/SRC-3 format; active compounds read high; TR-FRET ratio at 8 µM; hit rate 0.39% among 99,000; AID 1048; in the data active = TR-FRET ratio above about 2000; also: inactives centre near 1600; reference of the scale not given here
# Active calls of the source: *.
# A first look, 16 compounds:
SMILES,SRC1 TRFRET art,SRC3 TRFRET art
CCCSc1cc(NCCOC(=O)CCC)c([N+](=O)[O-])c2nonc12,1671,1656
CC(C)=CCN1CCN(Cc2cn[nH]c2C2CCCCC2)CC1CCO (stereo unspecified),1597,1795
COc1cccc(NC(=O)Nc2ccc(Cc3ccncc3)cc2)c1,1885,1806
COc1ccc(OC)c(-n2nnnc2SCC(=O)N2CCN(C(=O)c3ccco3)CC2)c1,1718,1731
CCN(CC)S(=O)(=O)c1cccc(NC(=O)COc2ccc(Cl)cc2Br)c1,1693,1539
COc1cccc(CNn2cn[nH]c2=S)c1OCc1ccccc1,1620,1604
COc1ccccc1C(=O)NNC(=O)C(=O)NC(C)(C)C,1905,1602
CCCN=C1NC(=O)C(CC(=O)NCCc2ccc(OC)c(OC)c2)S1 (stereo unspecified),1416,1551
Cc1[nH][nH]c(=O)c1C(c1c(C)[nH][nH]c1=O)c1cn(Cc2ccc(Cl)c(Cl)c2)c2ccccc12,1961,1392
N#CCCn1nc(-c2ccc(Cl)cc2)cc1Nc1ccccc1NC(=O)C(F)(F)F,1542,1374
COc1ccc(NS(=O)(=O)c2cc(NC(=O)c3cnc(C)cn3)ccc2N2CCCCC2)cc1,1909,1550
Cc1cc(C(=O)N/N=C\C(Br)=C\c2ccccc2)c(C)o1,1964,1318
C=CCNCCOCCOc1ccccc1-c1ccccc1,1868,1277
CCCN(CCC)CCCNc1ccc(C(=O)Nc2cccc(OC)c2)cc1[N+](=O)[O-],1616,1474
Cn1cnnc1SCC(=O)c1cc2ccccc2o1,1668,1592
Cc1cc2ccccn2c1C(=O)c1ccc(S(=O)(=O)N(C)C)cc1,1984,1250

# The list itself, from the first entry:
SMILES,SRC1 TRFRET art,SRC3 TRFRET art
CCCSc1cc(NCCOC(=O)CCC)c([N+](=O)[O-])c2nonc12,1671,1656
CC(C)=CCN1CCN(Cc2cn[nH]c2C2CCCCC2)CC1CCO (stereo unspecified),1597,1795
COc1cccc(NC(=O)Nc2ccc(Cc3ccncc3)cc2)c1,1885,1806
COc1ccc(OC)c(-n2nnnc2SCC(=O)N2CCN(C(=O)c3ccco3)CC2)c1,1718,1731
CCN(CC)S(=O)(=O)c1cccc(NC(=O)COc2ccc(Cl)cc2Br)c1,1693,1539
COc1cccc(CNn2cn[nH]c2=S)c1OCc1ccccc1,1620,1604
COc1ccccc1C(=O)NNC(=O)C(=O)NC(C)(C)C,1905,1602
CCCN=C1NC(=O)C(CC(=O)NCCc2ccc(OC)c(OC)c2)S1 (stereo unspecified),1416,1551
Cc1[nH][nH]c(=O)c1C(c1c(C)[nH][nH]c1=O)c1cn(Cc2ccc(Cl)c(Cl)c2)c2ccccc12,1961,1392
N#CCCn1nc(-c2ccc(Cl)cc2)cc1Nc1ccccc1NC(=O)C(F)(F)F,1542,1374
COc1ccc(NS(=O)(=O)c2cc(NC(=O)c3cnc(C)cn3)ccc2N2CCCCC2)cc1,1909,1550
Cc1cc(C(=O)N/N=C\C(Br)=C\c2ccccc2)c(C)o1,1964,1318
C=CCNCCOCCOc1ccccc1-c1ccccc1,1868,1277
CCCN(CCC)CCCNc1ccc(C(=O)Nc2cccc(OC)c2)cc1[N+](=O)[O-],1616,1474
Cn1cnnc1SCC(=O)c1cc2ccccc2o1,1668,1592
Cc1cc2ccccn2c1C(=O)c1ccc(S(=O)(=O)N(C)C)cc1,1984,1250
COC(=O)c1ccccc1OCCCN(C)C,1668,1739
Clc1ccccc1-c1nn2c(-c3ccccn3)nnc2s1,1730,1337
CCCCC(=O)/C=C/n1c(=S)oc2ccccc21,1794,1511
CC(=O)Nc1ccc(NC(=O)c2cccc3c2-c2ccccc2C3=O)cc1,1592,1423
CS(=O)(=O)N1CCN(c2ccccc2[N+](=O)[O-])CC1,1726,1429
CC(C)c1csc(CN2CCN(Cc3ccccc3)C(CCO)C2)n1 (stereo unspecified),1615,1384
COc1ccc(OC(C)C(=O)Nc2ccccc2F)cc1 (stereo unspecified),1983,1424
Cc1ccc(C(=O)COC(=O)c2cn3ccccc3n2)cc1,1983,1666
CCCCNc1nc2ccccc2nc1Cl,1591,1368
O=C(OCn1nnc2ccccc2c1=O)C12CC3CC(CC(O)(C3)C1)C2,1726,1416
O=c1c([N+](=O)[O-])c[nH]c2ccccc12,1874,1738
COc1ccc(NC(=O)CCC(=O)c2cccs2)cc1S(=O)(=O)Nc1ccc(Cl)cc1,2109,1892
O=C(CCc1nc2ccccc2c(=O)[nH]1)NCc1ccco1,2057,1512
Cc1ccc(-c2ccnc(-c3ccc(O)cc3)n2)cc1,1566,1375
CCOc1ccccc1N(CC(=O)Nc1ccc(C)cc1)S(C)(=O)=O,1639,1753
COc1ccccc1NC(=O)C1=C(C)NC(=O)NC1c1ccccc1[N+](=O)[O-] (stereo unspecified),1707,1673
Cc1ccc(C)c(-n2c(=O)c(C#N)cc3c(=O)n4ccccc4nc32)c1,1906,1546
COc1ccc(NC(=O)COC(=O)COc2cccc(Br)c2)cc1OC,2096,1501
NC(=O)C[C@H]1NC(=O)[C@H](CCC(=O)O)NC(=O)c2cc([N+](=O)[O-])cc(I)c2NCCC[C@@H](C(N)=O)NC1=O,1778,1524
CNC(=O)c1cc2cc(Br)ccc2s1,1910,1659
O=C(COC(=O)Cc1ccc(Cl)cc1)Nc1ccccc1F,1847,1657
COC(=O)C12CCC3(SCCS3)C(C(=O)OC)(CCC13SCCS3)C2,1615,1565
Cc1cc(-c2nnc(SCC(=O)c3ccc(F)cc3)o2)no1,1719,1625
N#CCn1c(C2CCCCC2)nc2ccccc2c1=O,1681,1472
CN(C)c1cccc(C(=O)NNC(=S)NC2CCCC2)c1,1846,1457
CCCC(=Nc1ccccc1OC)C1=C(O)CC(c2ccccc2)CC1=O (stereo unspecified),1815,1633
CCOc1[nH]n(-c2ccccc2)c(=O)c1C=Nc1ccc(OC)cc1,2032,1444
COC(=O)C(C(=O)OC)c1ccc(-n2cccc2)cc1,1810,1411
S=C(NCc1ccco1)Nc1cc(-c2ccccc2)[nH]n1,1795,1240
CCOC(=O)c1ccc(CNCc2ccc(Br)cc2)cc1,1783,1570
CCSC1=C(C#N)C(c2ccccc2OC)CC(=O)N1 (stereo unspecified),1807,1750
CC(C)[C@H](NS(=O)(=O)c1ccc2c(c1)OCCO2)C(=O)OCC(=O)Nc1cc(Cl)ccc1Cl,2007,1852
Cn1c(N)c(C(=O)c2ccc(F)cc2F)c(=O)n(C)c1=O,1858,1595
COc1ccc(CCN=C(N)NS(=O)(=O)c2cccs2)cc1,1551,1529

# Continuation.
SMILES,SRC1 TRFRET art,SRC3 TRFRET art
NS(=O)(=O)c1cccc(NC(=O)CSc2nc3ccc(Cl)cc3[nH]2)c1,1605,1475
Cc1ccc(OCC(=O)NCc2cccnc2)cc1,1548,1384
N#Cc1cccnc1Nc1cccc(Cl)c1,1829,1570
CCOc1ccc(NC(=O)COc2ccc(C(=O)NCCc3ccccc3)cc2)cc1,1707,1450
O=C(NCCCn1ccnc1)C(=O)NCC1OCCN1S(=O)(=O)c1ccc(Cl)cc1 (stereo unspecified),1925,1784
CC(C)Oc1cccc(C(=O)C2CCCN(Cc3cnc(N4CCOCC4)s3)C2)c1 (stereo unspecified),1950,1714
O=C(CN1C(=O)/C(=C\c2ccc(C(F)(F)F)cc2)Sc2ccccc21)NCc1ccco1,1790,1467
Cc1ccc(Nc2nc(C)cs2)cc1,1729,1820
O=C(O)c1cccc(N/N=C/c2sc(N3CCOCC3)nc2-c2ccccc2)c1,1705,1483
NS(=O)(=O)c1ccc(CCNC(=S)Nc2ccc(S(N)(=O)=O)cc2)cc1,1904,1585
CSc1ccc(CN2C(=O)NC3(CCCCCCC3)C2=O)cc1,1835,1595
COc1cccc(-n2nc(C(C)=O)c(C#N)c2-c2ccco2)c1,1844,1631
O=C(NC(=S)Nc1ccc(CN2CCOCC2)cc1)c1cccc([N+](=O)[O-])c1,1955,1557
C/C(=N\Nc1ccc(C(=O)O)cc1)c1nc2ccccc2n1C,1815,1577
C=CCOc1ccccc1CN1CCC(CO)(CCOc2ccccc2)CC1,1509,1404
COCCN1CCN(Cc2cn(C)nc2-c2cccc(Cl)c2)CC1,1366,1502
CCN1CCN(c2ccc(NC(=O)c3ccc4c(c3)[nH]c(=O)n4Cc3ccc(OC)cc3)cc2)CC1,1653,1401
CCCC(=O)Nc1ccc2oc(-c3cncc(Br)c3)nc2c1,1701,1364
COc1cccc(Cn2c(=S)[nH]c3ccc(N4CCOCC4)cc3c2=O)c1,1857,1411
CCC(=O)Nc1ccc(NC(=S)NC(=O)c2oc3ccccc3c2C)cc1,1592,1553
CCOc1c(Cl)cc(CNc2ccc(S(N)(=O)=O)cc2)cc1OC,1638,1262
O=C(CN1C(=O)c2ccccc2C1=O)NNC1=NS(=O)(=O)c2ccccc21,1785,1670
Cc1cccc(C)c1-n1c(C)nn(CC2CC2)c1=O,1932,1503
O=C(COc1cccc(-n2cnnn2)c1)NC1CCCCC1,1750,1520
CCN(CC)C(=O)Cn1c(=O)n(-c2ccc(CC(=O)NCc3ccccc3)cc2)c(=O)c2sccc21,1892,1277
COc1ccc(CC(=O)OCC(=O)Nc2c(C)n(C)n(-c3ccccc3)c2=O)cc1,1541,1403
Cn1ccc(C(=O)Oc2ccc(C(=O)Nc3ccc(F)cc3F)cc2)n1,1565,1407
CCNC(=S)N/N=C/c1ccc(OCC(=O)Nc2ccc(OC)cc2)c(OC)c1,1966,1765
O=C1C=C(Nc2ccccc2)CC(c2ccccc2)C1 (stereo unspecified),1823,1535
CN(C)/C=N/c1sc2c(c1C(N)=O)CCCC2,1923,1876
CCn1cc(C(=O)OCC(=O)c2cc(C)n(-c3ccccc3F)c2C)c(=O)c2ccc(C)nc21,1728,1744
CC(=O)c1cc(C(=O)Nc2ccccc2C(=O)O)oc1C,1937,1473
COc1ccc(NC(=O)c2cccc(Cn3cc(Br)c([N+](=O)[O-])n3)c2)c(C)c1,1893,1576
Cc1ccc(N2C(=O)NC(NC(=O)c3ccc(Cl)cc3)(C(F)(F)F)C2=O)cc1 (stereo unspecified),1717,1608
Cc1ccc(-n2nc(C)c(C(=O)O)n2)c(C)c1,1891,1471
CC(C)c1ccc2[nH]c(O)c(N=NC(=O)c3cccc(S(=O)(=O)Nc4ccccc4Cl)c3)c2c1,1830,1610
CCCCNC(=O)/C(C#N)=C/c1ccc2c(c1)OCCO2,1946,1534
Oc1cccc(NC(=S)Nc2ccc(SC(F)F)cc2)c1,1935,1476
Cc1cc(C)c2cc3c(N)c(C(=O)Nc4c(C)[nH]c(=O)[nH]c4=O)sc3nc2c1,1903,1592
NS(=O)(=O)c1ccc(-c2ccc(C=O)o2)cc1,1773,1494
O=C(Nc1ccc(OCC(F)(F)C(F)F)cc1)c1ccncc1,1850,1735
CC1(C(=O)OCc2cc(=O)n3cc(Br)ccc3n2)CC1(Cl)Cl (stereo unspecified),1781,1579
CC(C)N1CCN(Cc2cccn2-c2ccccn2)CC1CCO (stereo unspecified),1533,1533
COCCNC(=O)NC(=O)CSc1nc(C)c(C)c(C)n1,1599,1497
CCO[C@H]1OC(C(=O)NC2CC2)=C[C@@H](c2ccc3c(c2)OCO3)[C@@H]1CCCO,1860,1769
CCn1c(CCCOc2ccc(Cl)cc2Cl)nnc1SCC(=O)Nc1cc(F)ccc1C,1876,1433
Clc1ccsc1-c1ccnc(-n2cccc2)n1,1618,1520
O=C(NCc1ccccc1)Nc1cccc2ccccc12,1922,1720
Cc1ccc(NC(=O)c2cc(N3C(=O)CCC3=O)ccc2N2CCOCC2)cc1,1640,1479
O=C(CCCn1c(=O)[nH]c2cc(Cl)ccc2c1=O)NCC1CCCO1 (stereo unspecified),1703,1349

# New compounds follow.
SMILES,SRC1 TRFRET art,SRC3 TRFRET art
COc1ccc(OCC(=O)N/N=c2\oc3c(OC)cccc3cc2C(N)=O)cc1,1551,1456
Cc1cccc(C(=O)N2CCN=C2SCc2ccc([N+](=O)[O-])cc2)c1,1673,1450
O=C(O)CC(NC(=O)Cc1ccc([N+](=O)[O-])cc1)c1ccc2c(c1)OCO2 (stereo unspecified),1835,1872
CCC(=O)Nc1cccc(NC(=S)NC(=O)c2cccc(C)c2)c1,1369,1626
CC(C)CCC1=NN(C(=O)c2ccco2)C(O)(C(F)(F)F)C1 (stereo unspecified),1957,1614
O=C(NCCN1CCOCC1)c1ccc(NC(=O)C2COc3ccccc3O2)cc1 (stereo unspecified),1777,1558
Cc1ccc(NC(=O)c2cc(S(=O)(=O)N3CCOCC3)ccc2F)c(C)c1,1748,1547
Cc1ccc(C(=O)N/C(=C\c2cccnc2)c2nc3ccccc3[nH]2)cc1,1737,1710
Fc1ccc(C2c3[nH]c4ccccc4c3CCN2Cc2ccoc2)cc1 (stereo unspecified),1568,1516
COC(=O)CCCn1c(C)cc(C(=O)CCl)c1C,1935,1725
COc1ccc(OCC(=O)N2CCc3c([nH]c4ccccc34)C2c2ccccn2)cc1 (stereo unspecified),1807,1527
C=CCC(NCc1ccccc1)c1ccc(Cl)cc1 (stereo unspecified),1583,1528
Cc1ccc(C)c(C(=O)COC(=O)CCCC(=O)Nc2cc(C(F)(F)F)ccc2Cl)c1,1954,1455
C[C@@H]1CN(C2CCN(Cc3nc(CC4CC4)no3)CC2)C[C@H](C)O1,2081,1819
O=C(COC(=O)c1sc2ccccc2c1Cl)Nc1ncc(Cl)cc1Cl,2015,1668
O=C(Nc1cccc(NC(=O)C2C3CC4OC(=O)C2C4C3)c1)c1ccccc1 (stereo unspecified),1798,1488
C(=C\c1nc(N2CCCC2)c2ccccc2n1)/c1ccccc1,1908,1905
COc1ccc2cc(-c3cc(C(=O)OCC(=O)NC4CCS(=O)(=O)C4)c4ccccc4n3)ccc2c1 (stereo unspecified),1856,1565
Cc1cccc(N2CCN(C(=O)Cc3ccc(-n4c(=O)[nH]c5ccsc5c4=O)cc3)CC2)c1C,1880,1703
O=C1c2cccnc2C(=O)N1CNc1ccc(Cl)cc1,1991,1550
Cn1c(N)c(C(=O)CSc2nc(N)cc(N)n2)c(=O)n(C)c1=O,1833,1487
Nc1nc(SCC(=O)NCCc2ccccc2)[nH]c(=O)c1-c1ccccc1,1837,1657
CC1(C)CN(c2ccc(N3CC(C)(C)C3=O)cc2)C1=O,1694,1572
